High-throughput results (PubChem BioAssay)
Rat MKP-3 inhibitors: inhibition of rat DUSP6 enzyme activity – biochemical, in vitro, primary screen (AID 425); recombinant MKP-3 phosphatase activity, fluorescence; higher % means a stronger effect; inhibition, % at 20 µM, or IC50 in µM where a hit was titrated; 110,000 compounds, 0.17% hits; in the data active means inhibition above about 50%;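 further: plate controls were vehicle for no effect and reference inhibitor for full effect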
Hsp70 displacement: Hsp70 inhibitors, probe displacement, primary screen, biochemical, fluorescence polarization (AID 583); Hsp70 fluorescence polarization probe displacement, mP; higher % means a stronger effect; displacement, % at 20 µM; hits with a dose series show IC50 in µM; 140,000 compounds, 0.06% hits; in the data active means displacement above about 50%;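 further: plate controls were vehicle for no effect and reference ligand for full effect; a part of the inactive calls stands beside numbers as strong as those of hits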
Active calls of the source: *; . = no result given; & = joins results of further samples. Only part of the results is shown. The share of hits here may be higher or lower than overall.

SMILES	Rat MKP-3 inhibitors	Hsp70 displacement
Cc1ccc(N=Cc2c(O)n(C)c(=O)n(C)c2=O)cc1	-4.0%	2.4%
COP(=O)(OC)C(O)C(Cl)(Cl)Cl (configuration not stated)	1.4%	0.6%
CN1C(=O)NC(=O)/C(=C\c2cccc(Oc3ccccc3)c2)C1=O	5.4%	-4.5%
Cc1oc2ccc(OC(=O)N(C)C)cc2c1C(=O)OC(C)C	-2.5%	-4.7%
O=c1cc(C2CCNCC2)[nH][nH]1	-1.8%	-2.1%
O=C(COc1ccc(Br)cc1)N1CCN(Cc2ccncc2)CC1	-6.9%	5.7%
Cn1c(O)c(/C=N/c2ccccn2)c(=O)n(C)c1=O	-2.8%	4.5%
OC1(c2cccnc2)CC2CCC(C1)N2Cc1nnnn1Cc1ccccc1 (configuration not stated)	-6.4%	3.7%
O=C(NC[P+](=O)O)OCc1ccccc1	-4.2%	-1.5%
CN1CCN(c2ccc(NC(=O)Oc3ccccc3)cc2)CC1	.	2.1%
COC(=O)C(O)(c1cn(C)c2ccccc12)C(F)(F)F (configuration not stated)	5.8%	3.8%
O=C(c1ccccc1)c1cc(Cl)ccc1NC(=O)c1nc[nH]c1C(=O)N1CCOCC1	3.8%	-5.8%
CC1CN(C)C(C)(C)CC1(O)c1ccccc1 (configuration not stated)	.	-2.6%
CN1CCN(Cc2cc(C(C)(C)C)c(O)c(C(C)(C)C)c2)CC1	.	0.0%
O=[N+]([O-])N=C1NC(OCc2ccccc2)C(OCc2ccccc2)N1 (configuration not stated)	-7.6%	0.2%
CN(C)c1ccc(/C=C\c2nc3ccccc3c(=O)n2-c2ccc(O)cc2)cc1	1.8%	-41.6%
Cc1cc(OCC(=O)OC(C)(C)C)c2c3c(c(=O)oc2c1)CCC3	-5.5%&2.8%	1.4%&0.3%
CCC(=O)N1N=C2C3CCN(CC3)C2C1c1cccc([N+](=O)[O-])c1 (configuration not stated)	2.9%	-0.9%
CC1(C)COC(Nc2ccc(Cl)cc2)=N1	2.6%	.
Cc1cccc(CN2CCN(CC(=O)N3CCC4(CC3)OCCO4)C2=O)c1	.	1.7%

Three entries already listed, ordered by length of the SMILES, ascending.
SMILES	Rat MKP-3 inhibitors	Hsp70 displacement
COC(=O)C(O)(c1cn(C)c2ccccc12)C(F)(F)F (configuration not stated)	5.8%	3.8%
O=C(COc1ccc(Br)cc1)N1CCN(Cc2ccncc2)CC1	-6.9%	5.7%
O=C(c1ccccc1)c1cc(Cl)ccc1NC(=O)c1nc[nH]c1C(=O)N1CCOCC1	3.8%	-5.8%

Returning to the listing with the 2 entries that preceded the break.
SMILES	Rat MKP-3 inhibitors	Hsp70 displacement
CC1(C)COC(Nc2ccc(Cl)cc2)=N1	2.6%	.
Cc1cccc(CN2CCN(CC(=O)N3CCC4(CC3)OCCO4)C2=O)c1	.	1.7%
CCC(C)c1ccc(N2C(=O)CC(=O)NC2=S)cc1 (configuration not stated)	6.0%	0.2%
O=c1c2ccccc2nc(/C=C/c2cc(Br)ccc2O)n1-c1ccc([N+](=O)[O-])cc1	2.4%	-1.3%
O=C(O)c1cc2ccccc2oc1=O	-2.5%	0.4%
COCCCn1c(N)c(C(=O)OCCOC)c2nc3ccccc3nc21	-3.9%	-1.1%
CCCCn1c(N)c(C(=O)NCc2cccs2)c2nc3ccccc3nc21	.	-5.5%
Nc1ccnn1C1CCNCC1	4.5%	8.1%
CC(=O)c1c(C)n(CCCOC(C)C)c2ccc(O)cc12	-10.2%	-1.7%
Cc1cc(OCc2nn[nH]n2)c2c3c(c(=O)oc2c1)CCC3	-4.1%	0.2%
O=C1NC(=O)C(=Cc2ccc3c(c2)OCO3)C(=O)N1	-3.4%	-1.2%
COCCCn1c(N)c(C(=O)NCCC(C)C)c2nc3ccccc3nc21	2.2%	10.6%
COc1ccc(OCC(=O)N2CCN(C)CC2)cc1	-0.2%	0.4%
CCOC(=O)CC1=C(C(=O)OCC)C2(C(=O)Nc3ccccc32)C(C#N)=C(N)O1 (configuration not stated)	-4.2%	-1.1%
CCSP1(=S)N=C(N2CCOCC2)C(C#N)=C2CCCN21 (configuration not stated)	-7.2%	-5.5%
O=C(CN1CCCC1=O)NCc1ccccc1	-2.4%	.
O=C1NC(=S)N(c2ccccc2F)C(=O)C1=Cc1ccco1	99.0%*	96.8%*
O=C(CN1C2CCC1CC(O)(c1cccnc1)C2)Nc1ccc2c(c1)OCO2 (configuration not stated)	-6.5%	-2.5%
O=c1c2ccccc2nc(/C=C/c2cc(Br)ccc2O)n1-c1cccc([N+](=O)[O-])c1	3.1%	-1.2%
O=C(CN1CCN(CCO)CC1)Nc1ccc(Cl)cc1C(=O)c1ccccc1	-5.5%	0.5%
Cc1ccc(CCN2CC(C(=O)N3CCC4(CC3)OCCO4)CC2=O)cc1 (configuration not stated)	3.0%	-3.7%
O=C1NC(=O)C2(Cc3c(nc4ccccn4c3=O)N3CCCCCC32)C(=O)N1Cc1ccccc1 (configuration not stated)	2.2%	-1.5%
CCOC(=O)/C(CCCN(CC)CC)=N\O	-11.5%	-1.2%
COc1ccc(CCNC(=O)c2c(N)n(CCN3CCOCC3)c3nc4ccccc4nc23)cc1OC	.	8.0%
O=C(Nc1ccc(OC(=O)N2CCCC2)cc1)N1CCOCC1	0.8%	-4.6%
Cc1ccsc1-c1nc(CSCC(=O)N2CCC3(CC2)OCCO3)c(C)o1	.	-4.1%
CCOC(=O)c1c(NC(=O)c2c(N)n(CCCOC)c3nc4ccccc4nc23)sc2c1CCCC2	.	-6.5%
CCC(C)N1CCN(Cc2ccc(OC)c(OC)c2OC)CC1 (configuration not stated)	4.8%	0.7%
COC(=O)c1ccccc1OP1(=O)COc2ccccc2OC1	-8.6%	-1.5%
CCOC(=O)c1c(-c2ccccc2)oc2ccc(OC(=O)N(C)C)cc12	-0.7%	-3.1%
CCOC(=O)C1C(=O)NC23CCCC2C1c1ccccc1O3 (configuration not stated)	-11.2%	6.3%
COc1ccccc1-n1c(/C=C/c2cccnc2)nc2ccccc2c1=O	-2.9%	2.1%
CCN(CC)C(=O)c1ccc(NC(=O)C(F)(F)F)cc1	-0.4%	2.4%
CC(=O)NC1CC2CCC(C1)N2 (configuration not stated)	-8.8%	5.1%
Cc1ccc(-c2nc3ccccc3c(=O)n2-c2ccncc2)cc1	2.2%	-6.3%
COc1ccc(Nc2ncc(C(=O)N3CCC4(CC3)OCCO4)c3ccccc23)cc1	0.8%	-2.9%
Cc1cc(OC(=O)c2ccco2)c2c3c(c(=O)oc2c1)CCC3	-2.4%	-0.4%
COC(=O)CC1(Cc2ccccc2)C(=O)NC(=O)NC1=O	-7.9%	0.6%
COC(=O)N(c1ccc(OC)cc1)P1(=S)OCCC(C)O1 (configuration not stated)	-14.8%	7.4%
N#CC(C#N)=Cc1ccc(Sc2ccccc2)o1	10.7%	4.4%
O=C1C2CCN(CC2)[C@@H]1Cc1ccc2ccccc2c1O	-2.6%	-1.3%
N#CCCOCC#CCN1CCCCC1	-3.1%	0.4%

Compounds listed so far with sulfur (8):
SMILES	Rat MKP-3 inhibitors	Hsp70 displacement
CCC(C)c1ccc(N2C(=O)CC(=O)NC2=S)cc1 (configuration not stated)	6.0%	0.2%
CCCCn1c(N)c(C(=O)NCc2cccs2)c2nc3ccccc3nc21	.	-5.5%
CCSP1(=S)N=C(N2CCOCC2)C(C#N)=C2CCCN21 (configuration not stated)	-7.2%	-5.5%
O=C1NC(=S)N(c2ccccc2F)C(=O)C1=Cc1ccco1	99.0%*	96.8%*
Cc1ccsc1-c1nc(CSCC(=O)N2CCC3(CC2)OCCO3)c(C)o1	.	-4.1%
CCOC(=O)c1c(NC(=O)c2c(N)n(CCCOC)c3nc4ccccc4nc23)sc2c1CCCC2	.	-6.5%
COC(=O)N(c1ccc(OC)cc1)P1(=S)OCCC(C)O1 (configuration not stated)	-14.8%	7.4%
N#CC(C#N)=Cc1ccc(Sc2ccccc2)o1	10.7%	4.4%

Other entries:
SMILES	Rat MKP-3 inhibitors	Hsp70 displacement
CC(=O)N1CCN(c2ccc(N=Cc3c(O)n(-c4ccc(Cl)cc4)c(=O)[nH]c3=O)cc2)CC1	2.2%	-0.7%
CCN(CC)c1ccc(N=Cc2c(O)n(-c3cc(OC)ccc3OC)c(=O)[nH]c2=O)cc1	-3.8%	-18.6%
Cc1ccccc1-n1c(=S)[nH]c2ccccc2c1=O	2.2%&1.7%	0.7%&0.7%
CC(=Nc1ccc2c(c1)CCC2)c1c(O)n(C2CCCCC2)c(=O)[nH]c1=O	3.6%	-13.7%
C=C(C)Cn1c(=O)n(CC2CS2)c2ccccc21 (configuration not stated)	-1.4%	2.3%
O=C1CC(=O)N(c2cccc(Cl)c2)C(=O)N1	-12.7%	0.5%
CC(=NCC1CCCO1)c1c(O)n(-c2ccccc2)c(=O)[nH]c1=O (configuration not stated)	-5.7%	-3.4%
Cc1cccc(N2C(=O)NC(=O)/C(=C/c3ccc(-c4ccc(C(=O)O)c(Cl)c4)o3)C2=O)c1	-5.3%	6.0%
N#Cc1ccccc1Cn1cc(C(=O)C2CC2)c2ccccc21	-6.9%	0.3%
COc1cc(C(c2c(C)[nH]n(-c3ccccc3)c2=O)c2c(C)[nH]n(-c3ccccc3)c2=O)cc(OC)c1OC	8.5%	1.5%
NS(=O)(=O)c1ccc(N=Cc2c(O)n(C3CCCCC3)c(=O)n(C3CCCCC3)c2=O)cc1	-9.5%&-0.1%	-6.7%&-4.8%
CCOc1ccc(-n2c(O)c(C=Nc3ccc(N4CCOCC4)cc3)c(=O)[nH]c2=O)cc1	-8.1%	-3.7%
COC(=O)C(Cc1ccccc1)N1CC1C(N)=O (configuration not stated)	0.2%	9.2%
O=C1CC(=O)N(c2ccccc2)C(=S)N1	1.0%	-3.1%
O=P(c1ccccc1)(c1ccccc1)N1CCCCC1	-1.6%	6.4%
CCOc1ccccc1CN(CCc1ccc2c(c1)OCO2)Cc1ccc(F)c(F)c1	3.2%	1.9%
Cc1ccc(OP(=O)(O)Oc2ccc(C)cc2)cc1	-3.0%	-1.3%
Cc1cccc(-n2c(/C=C/c3ccc4c(c3)OCO4)nc3ccccc3c2=O)c1	2.6%	1.7%
O=C(O)C1(c2ccc(Cl)cc2)CCC1	7.1%	3.9%
c1cc(CN2CCN(C3CC4CCC3C4)CC2)ccn1 (configuration not stated)	-1.3%	0.6%
COCCn1cc(C(=O)N2CCC3(CC2)OCCO3)c2c3ccccc3n(C)c2c1=O	2.3%	3.7%
CCCCCn1c(=O)c(C(=O)NCc2ccncc2)c(O)c2ccccc21	-0.1%	-6.1%
COc1ccc(N2CCN(C(CNC(=O)Oc3ccccc3)c3cccnc3)CC2)cc1 (configuration not stated)	.	-1.9%
Cc1ccc2c(c1)CC1(CN2C)C(=O)NC(=O)N(c2ccccc2C)C1=O (configuration not stated)	-1.0%	0.6%
CC1(O)C[C@]2(C)N(O)C3CCCC[C@@H]3N2O1 (some centres not stated)	-6.3%	2.8%
Nc1ccc(Br)cc1C(=O)c1ccccc1F	-6.6%	4.3%
COc1ccc(C2c3c(c4ccccc4oc3=O)Oc3c2c(=O)oc2ccccc32)cc1COc1ccccn1	2.0%	3.4%
Cn1cccc1CNCCc1ccc(F)cc1	.	1.1%
Oc1ccc(Br)cc1CN1CCN(Cc2ccccc2Cl)CC1	1.7%	-2.0%
CN(C)C(=O)Nc1cccc(OC(=O)N(C)C)c1	-2.1%	3.0%
CC1CN=C(NCc2ccncc2)S1 (configuration not stated)	1.3%	-0.1%
CCC(=NCCC1=CCCCC1)c1c(O)[nH]c(=O)[nH]c1=O	-2.0%	0.7%
CCN(CC)CCCOC(=O)C(OC(C)C)(c1ccccc1)c1ccccc1	.	1.7%
CCN(CC)c1ccc(N=Cc2c(O)n(-c3ccccc3C)c(=O)[nH]c2=O)cc1	-13.1%	-14.0%
Cc1ccc(NC(=O)CSc2nnc([C@@H](N)Cc3c[nH]c4ccccc34)o2)c(C)c1	2.5%	2.0%
NCC1(c2ccc3c(c2)OCCO3)CCCC1	-4.5%	2.9%
O=c1c2ccccc2nc(N2CCCC2)n1-c1ccc(Cl)cc1	-7.6%	-0.3%
CCN1CCN(C(=O)COc2ccc(S(=O)(=O)NC(C)C)cc2)CC1	.	-1.9%
Cc1cc([P+](=O)O)c(C)n1-c1ccc(Br)cc1	-2.5%	-6.0%
COCCOC(=O)c1c(N)n(Cc2ccccc2)c2nc3ccccc3nc12	2.7%	-1.1%
